influenza NS1A: H1N1 influenza NS1A inhibitors, functional cell based assay (AID 504329) | NS1A functional cell-based assay, percent inhibition; higher % means a stronger effect | inhibition, % at 12.5 µM; hits with a dose series show IC50 in µM | 340,000 compounds, 0.3% hits; in the data active = a potency from the dose series; inconclusive = inhibition above about 27% without an active follow-up result; note: strong numbers were not always called active
M. tuberculosis HTS: M. tuberculosis growth inhibition, HTS (AID 449762). M. tuberculosis H37Rv growth inhibition, 7H9 media; higher % means a stronger effect. one-dose inhibition, % at 25 µM; IC50 in µM for titrated hits. 330,000 compounds, 0.59% hits; in the data active = a potency from the dose series; inconclusive = inhibition above about 70% without an active follow-up result;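 note: bacterial growth assessed after seven days of incubation; strong numbers were not always called active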
M. tuberculosis: growth inhibition of non-replicating M. tuberculosis (AID 488890); Mycobacterium tuberculosis non-replicating, growth inhibition; higher % means a stronger effect; 320,000 compounds, 0.39% hits; inhibition, % at 25 µM, or IC50 in µM where a hit was titrated; in the data active = a potency from the dose series; inconclusive = inhibition mostly from about 82% at the one dose, without a potency; inactive = the rest, 99 in 100 with inhibition below about 76%;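 note: plate controls were DMSO cells for no effect and high antibiotic wells for full effect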
PhoP GFP inhibition: PhoP regulon inhibitors, Salmonella typhi PhoP promoter GFP reporter, confirmatory (AID 1850); inhibition, % at 50 µM, or IC50 in µM where a hit was titrated; Salmonella Typhi PhoP-promoter GFP reporter, fluorescence, 4 h; higher % means a stronger effect; 310,000 compounds, 0.33% hits; in the data active = a potency from the dose series; inconclusive = inhibition mostly from about 25% at the one dose, without a potency; inactive = the rest, 99 in 100 with inhibition below about 19%;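 note: 0% = induced wells with vehicle and 100% = uninduced wells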
inhibitors of VEEV: inhibitors of VEEV TC-83 cytopathic effect, confirmation, Vero cells (AID 588727); 350,000 compounds, 0.13% hits; one-dose inhibition, % at 20 µM; IC50 in µM for titrated hits; Vero cells, VEEV TC-83 cytopathic effect inhibition; higher % means a stronger effect; in the data active = a potency from the dose series; inconclusive = inhibition mostly from about 14% at the one dose, without a potency; inactive = the rest, 99 in 100 with inhibition below about 12%; note: strong numbers were not always called active
inhibitors of VEEV 10K pilot screen: also measured in inhibitors of VEEV; calls as there; inhibition, %; measured here: 10K pilot screen inhibition
Active calls of the source: *; i = inactive; ? = inconclusive; nt = not tested or not shown.

SMILES	influenza NS1A	M. tuberculosis HTS	M. tuberculosis	PhoP GFP inhibition	inhibitors of VEEV	others
Cc1ccc2cccc(OCC(=O)Nc3cccc(S(=O)(=O)N4CCCC4)c3)c2n1	-8%	4%	nt	nt	9.8%
Cc1nc2c(c(-c3ccccc3)c1C#N)C(=O)c1ccccc1-2	18%	-8%	nt	-1%	i
Clc1ccc(-c2nnc3n2CCCC3)cc1Cl	-5%	-6%	-1%	-5%	2.3%
COc1ccccc1/C=C1\SC(=S)N(CCC(=O)Nc2ccc(C(=O)O)c(O)c2)C1=O	-3%	28%	69%	1%	1.3%
CCOC(=O)C1=C(COC(=O)Cc2c(F)cccc2Cl)NC(=O)NC1C (configuration not stated)	12%	-11%	-14%	nt	4.9%
Cc1occc1C(=O)NC1CCCCCCC1	-3%	-2%	15%	-6%	i
COc1ccc(OC)c(NC(=O)Nc2ccc(O)c3ccccc23)c1	8%	-2%	?	-23%	3.3%
CC1CCCCC1NC(=O)CN(C)S(=O)(=O)c1cccc2cccnc12 (configuration not stated)	-8%	-9%	-3%	10%	1.5%
COc1cc(CNc2ccc(S(N)(=O)=O)cc2)ccc1OCC(=O)NC1CCCCC1	0%	-2%	-1%	6%	0.7%
CCOc1ccc(S(=O)(=O)N2CCN(c3ncccn3)CC2)cc1	1%	9%	43%	12%	1.3%
O=c1[nH]nc(SC2CCCCC2)c(=O)[nH]1	5%	nt	nt	nt	0.8%
CC(C)Cc1ccc(S(=O)(=O)Nc2ccc3[nH]c(=O)[nH]c3c2)cc1	-3%	8%	2%	3%	0.5%
CCc1ccc(NCc2nc(-c3ccccc3)no2)cc1	-5%	57%	48%	5%	i
Cc1cc(NS(=O)(=O)c2ccc(NC(=O)N[C@H](C(=O)O)C(C)C)cc2)no1	-4%	-3%	4%	1%	3.1%
O=C(Nc1nnc(S(=O)(=O)N2CCN(c3ccc(F)cc3)CC2)s1)c1ccccc1	-14%	5%	5%	-7%	i
CCCn1nnc(NC(=O)c2cccnc2Cl)n1	10%	0%	-8%	0%	2.7%	inhibitors of VEEV 10K pilot screen=0.3
COCCCN(C(=O)c1cc(C)oc1C)c1c(N)n(CC(C)C)c(=O)[nH]c1=O	-4%	-3%	-5%	nt	0.7%
O=C(NCCCN1CCOCC1)c1cccs1	-8%	-4%	-11%	-5%	1.4%
CC(C)CNC(=S)NNC(=O)c1ccc(OC(F)F)cc1	-2%	2%	60%	1%	2.3%
CCOC(=O)c1cc2c(cn1)[C@@H](CCO)NC2	-15%	nt	nt	nt	1.5%
Cc1cc(C)n(C(=O)COc2ccccc2C)n1	2%	0%	-9%	3%	5.2%
CCc1ncc(C)[nH]1	nt	-8%	-20%	-15%	nt
C=CCCN(C1CCCC1)S(=O)(=O)c1ccccc1Br	13%	-1%	-2%	5%	i
CCCNC(=O)CN(C)S(=O)(=O)c1ccc(F)cc1	2%	-5%	-6%	-12%	0.5%
COc1ccc(N2CCN(c3ccc([N+](=O)[O-])nc3)CC2)cc1	11%	0%	13%	4%	0.3%
COc1ccc(C2NC(C(=O)O)Cc3c2[nH]c2ccccc32)cc1OC (configuration not stated)	2%	-7%	25%	0%	6.8%
CC(=O)C1C(=O)CC(C)(O)C(C(C)=O)C1c1ccccc1 (configuration not stated)	0%	-2%	-6%	2%	i
CC(=O)N1c2ccc([N+](=O)[O-])cc2NC(=O)CC1C (configuration not stated)	-14%	7%	-4%	-4%	0.3%
Cn1c(NC(=O)c2ccccc2Br)cc(=O)n(C)c1=O	7%	-8%	nt	nt	i
O=C(c1ccccc1)N1CCCCC1	-5%	nt	nt	nt	i
C/C(=N\Nc1ccc(Cl)nn1)c1ccccc1O	-12%	nt	nt	nt	11%
O=C(N=C1SC2CS(=O)(=O)CC2N1Cc1ccc(F)cc1)C1CC1 (configuration not stated)	1%	2%	0%	7%	0.5%
COc1ccc(C2/C(=C(/O)c3ccccc3)C(=O)C(=O)N2C)cc1 (configuration not stated)	-6%	-2%	1%	-1%	i
Cc1ccc(O)c(CN(C)Cc2cc(C)ccc2O)c1	10%	nt	nt	nt	i
COc1ccc(C2C(C(=O)OC3CCCCC3)=C(C)Nc3nnnn32)c(OC)c1OC (configuration not stated)	5%	-2%	62%	-6%	1.5%
CS(=O)(=O)N(CC(=O)Nc1ccccc1C(=O)NCCc1ccccc1)c1ccc2c(c1)OCCO2	0%	1%	16%	9%	2.4%

Reprinted from the part before: two compounds; new compounds follow.
SMILES	influenza NS1A	M. tuberculosis HTS	M. tuberculosis	PhoP GFP inhibition	inhibitors of VEEV	others
COc1ccc(C2C(C(=O)OC3CCCCC3)=C(C)Nc3nnnn32)c(OC)c1OC (configuration not stated)	5%	-2%	62%	-6%	1.5%
CS(=O)(=O)N(CC(=O)Nc1ccccc1C(=O)NCCc1ccccc1)c1ccc2c(c1)OCCO2	0%	1%	16%	9%	2.4%
Cc1ccc(C(=O)Nc2ccccc2N2CCCCC2)cc1S(=O)(=O)N1CCOCC1	-10%	nt	nt	nt	6.8%
CCOC(=O)c1nnn(CC(=O)N2N=C(c3ccccc3)CC2c2ccccc2)c1C(=O)OCC (configuration not stated)	-4%	-3%	-5%	-7%	i
COc1ccc2c(CCNC(N)=S)c[nH]c2c1	0%	-6%	10%	23%	0.3%
Cc1ccc(NC(=O)Cn2cc(C=O)c3ccccc32)cc1	1%	0%	5%	-2%	0.5%
COc1cc(OC)cc(C(=O)NCC2CCCO2)c1 (configuration not stated)	-10%	1%	-1%	3%	0.8%
CCCN(c1ccc(C(=O)OC)cc1)S(=O)(=O)c1ccccc1	-1%	7%	38%	3%	0.3%
C=CCn1c(O)c(C(CC)=NCC2CCCO2)c(=O)[nH]c1=O (configuration not stated)	1%	-7%	3%	-10%	0.1%
C=CCn1nc2n(c1=O)-c1ccccc1SC2	-12%	-1%	-25%	0%	i
O=S(=O)(c1c(F)cccc1F)N(CCc1ccc(F)cc1)C[C@@H](O)COCc1ccccc1	-7%	nt	nt	nt	0.1%
CN(C)c1nc2c(c(N)nn2-c2ccc(Cl)cc2)c(=O)o1	-10%	-9%	63%	-4%	i
NC(=O)c1ccccc1N/C=C/C(=O)c1ccc(F)cc1	-3%	nt	nt	nt	0.2%
CCOC(=O)C(=NC1CCCCC1)NNc1cccc(C(F)(F)F)c1	-4%	?	24%	-7%	i
N#Cc1cc2c(nc1SCC(=O)O)CCCC2	2%	1%	-9%	0%	2.9%
COc1cccc(-n2nnnc2SCC(=O)Nc2nc3c(s2)CCCC3)c1	5%	-2%	2%	0%	8.8%
Cc1cc(OCCn2ccnc2)ccc1C(C)C	-10%	-13%	?	-6%	0.6%
COc1cccc(OCCn2cccc2/C=C2/C(=N)N3OC(C)=CC3=NC2=O)c1	10%	13%	19%	-2%	i
COc1ccc(/C=C2/CCCc3ccccc3C2=O)cc1	0%	nt	nt	nt	5.8%
CCOC(=O)c1cnc(SCC(=O)Nc2ccc(N3CCOCC3)c(Cl)c2)nc1N	8%	0%	46%	16%	4.6%
COc1ccc(CCn2c(=O)[nH]c3cc(C(=O)N4CCN(c5ccccc5)CC4)ccc3c2=O)cc1OC	-4%	6%	-8%	-9%	0.7%
CC1CCCCC1NC(=O)CSC1=Nc2ccccc2C2CC=NN12 (configuration not stated)	-12%	3%	42%	nt	0.8%
Cn1cc([N+](=O)[O-])c(C(=O)NNC(=O)c2ccc([N+](=O)[O-])cc2)n1	-6%	0%	-2%	9%	0.9%
Cc1ccc(CSc2nsc(C)c2C#N)cc1	-8%	-3%	23%	-6%	1.5%
CCOc1ccc(S(=O)(=O)Nc2ccccc2SC)cc1	2%	6%	8%	-4%	i	inhibitors of VEEV 10K pilot screen=1.1
COc1ccc(CN2CCN(Cc3ccc(C(F)(F)F)cc3)CC2)cc1	-5%	9%	35%	2%	i
O=C(CC1S/C(=N/N=C/c2ccco2)NC1=O)Nc1cccc(Cl)c1Cl (configuration not stated)	-10%	-8%	-8%	-3%	i
OCCN1CCN(CC(O)COc2ccc(C34CC5CC(CC(C5)C3)C4)cc2)CC1 (configuration not stated)	14%	58%	?	2%	i
CC1(C)CC(NC(=O)c2cccc3ccccc23)CC(C)(C)N1	-17%	0%	-1%	9%	i
CC(=O)O[C@H]1CC[C@@]2(C)C(=CC[C@H]3[C@@H]4CC[C@H](C(C)=O)[C@@]4(C)CC[C@@H]32)C1	0%	-1%	3%	-16%	1.3%
COP(=O)(OC)c1nc(-c2ccc([N+](=O)[O-])cc2)oc1N1CCCCC1	-4%	-2%	-10%	-10%	i
CSc1nnc(C2CCNCC2)n1C	-3%	-1%	-7%	5%	0.9%
c1cc(CN2CCCCC2)cc(OCCCNc2nc3ccccc3s2)c1	3%	38%	51%	12%	1.0%
CCCCCNS(=O)(=O)c1cc2c3c(c1)CCC(=O)N3CCC2	-9%	0%	14%	-19%	2.0%
CCOc1ccc(CCNC(=O)c2cc(C)on2)cc1OCC	11%	-15%	-8%	0%	0.9%
O=C1CC(N2CCN(c3ccccc3)CC2)C(=O)N1c1cccc(Cl)c1 (configuration not stated)	-30%	-21%	32%	-5%	0.1%
CCCNc1c(NS(=O)(=O)c2ccc(OC)c(OC)c2)c(=O)oc2ccccc12	7%	-1%	6%	-2%	13%
COc1cc(NC(=O)Cc2ccccc2)ccc1NC(=O)c1ccccc1	-7%	2%	1%	-1%	i
CC(=NCc1ccco1)c1c(O)n(-c2ccc(C)cc2)c(=O)[nH]c1=O	-12%	2%	7%	-1%	4.2%
Cc1ccc(S(=O)(=O)N2CCN(C(=O)COC(=O)/C=C/c3ccc(OC(F)F)cc3)CC2)cc1	9%	nt	nt	nt	0.7%
Cc1cc(Cl)ccc1OCCCC(=O)NCC1CCCO1 (configuration not stated)	-1%	-2%	23%	5%	i
CC(=O)c1c(C(C)=O)c(C)n(-c2ccc(N)c(C)c2)c1C	6%	-4%	7%	-4%	i
COc1ccc(S(=O)(=O)N2CCCCCC2)cc1C(=O)Nc1cccc(C)n1	7%	7%	16%	-3%	7.1%
CCc1ccc(/C=C2\Oc3c(ccc(O)c3CN3CCN(C)CC3)C2=O)cc1	-9%	-1%	59%	-4%	3.6%
COc1ccccc1NC(=O)CNC(=O)CC12CC3CC(CC(C3)C1)C2	1%	-2%	45%	nt	0.5%
O=C(NCCc1ccccc1)C1CC(=O)N(C2CCCCCC2)C1 (configuration not stated)	0%	1%	5%	-8%	i
COc1ccc(-n2c(SCc3ccc([N+](=O)[O-])cc3)nnc2-c2ccccc2)cc1	11%	13%	28%	-1%	7.9%
O=C(c1cccc([N+](=O)[O-])c1)N1CCCC(C(=O)N2CCCCC2)C1 (configuration not stated)	9%	-1%	-18%	-19%	0.7%
Cc1ccc(C)c2[nH]c(=O)c(CN(Cc3ccc4c(c3)OCO4)Cc3nnnn3Cc3ccco3)cc12	10%	-1%	2%	3%	9.4%
Cc1cc(/C=C(\C#N)C(=O)O)c(C)n1CC(C)C	-7%	-6%	-3%	-3%	i
COc1ccc(C(=O)Nc2ccc(S(=O)(=O)Nc3cc(C)nc(C)n3)cc2)c(OC)c1	4%	22%	40%	-5%	0.2%	inhibitors of VEEV 10K pilot screen=0.9
Cc1cc(C)c(-n2c(C)cc(/C=C3/NC(=O)NC3=O)c2C)c(C)c1	nt	3%	61%	3%	nt
C/C(=N\NC(=O)COc1ccc(C(C)(C)C)cc1)c1ccc(OC(F)F)cc1	-1%	7%	-1%	-4%	0.9%
O=C1CCCC2=C1C(c1ccccc1)CC(=O)N2c1ccccc1 (configuration not stated)	-10%	3%	10%	-2%	0.8%
Cc1ccc(Cn2c(=O)n(Cc3ccco3)c(=O)c3ccccc32)cc1	-1%	8%	9%	-6%	i
CC(=O)CC(=O)Nc1ncc(C(F)(F)F)cc1Cl	-17%	2%	-9%	5%	0.7%

Looked up by compound from above, six records:
SMILES	influenza NS1A	M. tuberculosis HTS	M. tuberculosis	PhoP GFP inhibition	inhibitors of VEEV	others
Cc1cc(C)c(-n2c(C)cc(/C=C3/NC(=O)NC3=O)c2C)c(C)c1	nt	3%	61%	3%	nt
C/C(=N\NC(=O)COc1ccc(C(C)(C)C)cc1)c1ccc(OC(F)F)cc1	-1%	7%	-1%	-4%	0.9%
Cc1ccc(Cn2c(=O)n(Cc3ccco3)c(=O)c3ccccc32)cc1	-1%	8%	9%	-6%	i
COc1ccc(C(=O)Nc2ccc(S(=O)(=O)Nc3cc(C)nc(C)n3)cc2)c(OC)c1	4%	22%	40%	-5%	0.2%	inhibitors of VEEV 10K pilot screen=0.9
O=C1CCCC2=C1C(c1ccccc1)CC(=O)N2c1ccccc1 (configuration not stated)	-10%	3%	10%	-2%	0.8%
CC(=O)CC(=O)Nc1ncc(C(F)(F)F)cc1Cl	-17%	2%	-9%	5%	0.7%
